Screens (PubChem)
KDM5B inh: Primary screen for KDM5B Histone Demethylases FDH-coupled qHTS. Lysine-specific demethylase 5B (Homo sapiens), Q9UGL1. KDM5B demethylase, FDH-coupled NADH fluorescence (FDH is formaldehyde dehydrogenase). Potency, µM (doses to about 57.7 µM), for inactives: top-dose activity change, negative = inhibition, hits mostly inhibitors. 220,000 tested, 2.6% active. AID 1347165, 2019; active = well fitted inhibition curve with a large enough effect; inconclusive = small, poorly fitted or top-dose-only effect; inactive = no such curve, though single readings can be large or run the other way; also: 0% is about no effect; nearly all actives have a fitted effect of over 70% in size
Target sequence (Q9UGL1 whole entry, looked up): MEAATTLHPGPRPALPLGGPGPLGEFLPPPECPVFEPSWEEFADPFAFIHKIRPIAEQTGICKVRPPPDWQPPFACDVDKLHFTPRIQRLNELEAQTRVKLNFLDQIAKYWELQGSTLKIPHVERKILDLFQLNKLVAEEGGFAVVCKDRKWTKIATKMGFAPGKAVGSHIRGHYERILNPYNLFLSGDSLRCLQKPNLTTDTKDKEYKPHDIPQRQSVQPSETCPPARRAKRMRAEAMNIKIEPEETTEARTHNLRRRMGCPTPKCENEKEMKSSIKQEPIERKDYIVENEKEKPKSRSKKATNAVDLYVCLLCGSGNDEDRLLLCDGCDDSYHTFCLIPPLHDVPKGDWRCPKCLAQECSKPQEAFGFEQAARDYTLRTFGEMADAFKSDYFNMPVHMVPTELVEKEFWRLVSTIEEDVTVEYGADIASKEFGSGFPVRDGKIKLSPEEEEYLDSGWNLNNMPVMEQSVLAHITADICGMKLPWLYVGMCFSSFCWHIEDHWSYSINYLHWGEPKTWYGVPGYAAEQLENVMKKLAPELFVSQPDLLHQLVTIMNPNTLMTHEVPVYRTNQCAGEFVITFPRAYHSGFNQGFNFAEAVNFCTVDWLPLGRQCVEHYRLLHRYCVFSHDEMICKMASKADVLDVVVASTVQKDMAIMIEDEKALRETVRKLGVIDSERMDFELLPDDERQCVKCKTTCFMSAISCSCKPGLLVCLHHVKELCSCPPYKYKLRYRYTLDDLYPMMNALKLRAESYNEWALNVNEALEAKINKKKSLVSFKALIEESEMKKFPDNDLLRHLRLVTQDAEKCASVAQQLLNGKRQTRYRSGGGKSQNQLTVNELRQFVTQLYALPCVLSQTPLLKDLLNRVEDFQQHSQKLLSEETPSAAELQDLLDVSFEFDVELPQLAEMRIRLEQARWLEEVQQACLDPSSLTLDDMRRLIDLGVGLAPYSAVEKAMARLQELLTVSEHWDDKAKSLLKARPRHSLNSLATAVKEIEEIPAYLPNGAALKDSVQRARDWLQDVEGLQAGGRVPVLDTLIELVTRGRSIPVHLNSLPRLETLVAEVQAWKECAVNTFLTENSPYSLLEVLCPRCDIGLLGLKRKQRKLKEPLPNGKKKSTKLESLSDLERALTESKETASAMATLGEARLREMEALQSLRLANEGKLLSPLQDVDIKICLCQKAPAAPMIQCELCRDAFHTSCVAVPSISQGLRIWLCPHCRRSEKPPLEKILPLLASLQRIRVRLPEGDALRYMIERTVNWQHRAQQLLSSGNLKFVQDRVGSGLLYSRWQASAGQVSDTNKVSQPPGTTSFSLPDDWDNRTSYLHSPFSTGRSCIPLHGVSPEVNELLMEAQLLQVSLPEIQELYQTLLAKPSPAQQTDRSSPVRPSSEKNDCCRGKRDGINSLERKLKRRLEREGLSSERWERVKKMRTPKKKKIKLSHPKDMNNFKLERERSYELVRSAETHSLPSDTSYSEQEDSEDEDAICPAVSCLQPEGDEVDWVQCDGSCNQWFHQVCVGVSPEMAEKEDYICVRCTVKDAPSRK
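Coupled FDH/NAD⁺ fluorescence readout. KDM5BΔAP 200 nM final; compound titration, 10 min RT preincubation; substrate mix 12.5 µM H3K4me3, 25 µM 2-OG, 50 µM Fe(II), 100 µM ascorbate, 0.25 mM NAD⁺, 0.25 U/mL FDH; ΔRFU over 30 min.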
Starred values were filed as active, the others as inactive; ? = inconclusive; [ ] = dose if it differs, or a comment. Potency is read from the fitted curve at half-maximal effect. Some of the compounds tested. The share of hits here may be higher or lower than overall.

nr	molecule	KDM5B inh
1	CCOC(=O)c1cnc(N2CCN(c3cccc(C)c3C)CC2)c2ccccc12	-5%
2	CN1CCCC(OC(=O)/C=C/c2ccccc2)C1 (configuration not stated)	-10%
3	Cc1noc(C)c1S(=O)(=O)N1CCCC(Cn2c(C3CC3)nc3cccnc32)C1 (configuration not stated)	23%
4	Cc1cccc(OCC(=O)N2CCC(c3n[nH]c(=O)n3Cc3ccc(F)cc3)CC2)c1	13%
5	Cc1cc(-c2ccccc2)nc2oc3c(c12)NC(=O)CN(c1ccccc1)C3=O	?
6	CCN1c2cc(C(=O)NCc3ccc(F)cc3Cl)ccc2C(=O)N2CCCCC21 (configuration not stated)	?
7	CS(=O)(=O)N1Cc2ccccc2CC2(CCN(Cc3ccncc3)C2)C1 (configuration not stated)	?
8	O=C(NCc1ccnc2[nH]ccc12)c1ccncc1	15%[86.2 µM]

Of the compounds above, 2 contain a carbonyl joined to an NH by a bond outside any ring:
nr	molecule	KDM5B inh
6	CCN1c2cc(C(=O)NCc3ccc(F)cc3Cl)ccc2C(=O)N2CCCCC21 (configuration not stated)	?
8	O=C(NCc1ccnc2[nH]ccc12)c1ccncc1	15%[86.2 µM]

(continued)
nr	molecule	KDM5B inh
9	CCOc1ccc(CCNC(=O)c2ccc3c(c2)N(Cc2ccccc2)C(=O)c2ccccc2S3=O)cc1OCC (configuration not stated)	-16%
10	CCOc1ccc(S(=O)(=O)N(CC(=O)NCc2ccncc2)c2ccc(C)cc2)cc1	-7%
11	CCS(=O)(=O)N1CCCC(c2nc(C(C)C)no2)CCNC(=O)CC1 (configuration not stated)	8%
12	CS(=O)(=O)N1CCc2cc(C(=O)Nc3ccc(Cl)c(C(F)(F)F)c3)ccc21	?
13	CCN1CCN(C(=O)C2CCN(C(=O)N3CC4CC(C3)[C@H]3CCCC(=O)N3C4)CC2)CC1 (some centres not stated)	-17%
14	CCCCOc1ccc(C(=O)Nc2onc3c2CCCC3)cc1	2%
15	COCCN(Cc1cc2cccc(C)c2[nH]c1=O)C(=O)c1ccc(OC)c(OC)c1	-25%
16	O=C(CSc1nc2ccccc2nc1Cc1ccc(Cl)cc1)N1CCCCC1	?
17	COc1ccc(C)cc1Nc1nc2ccccc2c2nnc(C)n12	-17%
18	COc1ccc(OC)c(NC(=O)c2cc3c(s2)-c2ccccc2SC3)c1	?
19	O=C(Nc1ccc(F)cc1)C1CC(=O)N(C2CC2)C1 (configuration not stated)	12%
20	CC(Sc1ccc2c(c1)OCCO2)C(=O)O (configuration not stated)	8%
21	O=C1CCN(C(=O)c2ccccc2)CCCC(C(=O)NCCc2ccccc2)CCN1 (configuration not stated)	-10%
22	O=C(CC[C@H]1NC(=O)c2ccccc2NC1=O)NCCn1ccc2c(Cl)cccc21	34%[activator]
23	O=C(NCc1ccccc1Br)C1CCCN(C(=O)N2CCOc3ccccc32)C1 (configuration not stated)	-15%
24	CCOC(=O)c1c(NC(=O)Cn2nnc(-c3ccccc3)n2)sc(C)c1CC	8%
25	Cc1cc(OCC(=O)N2CCC(c3nc4ccccc4s3)CC2)ccc1Cl	-12%
26	O=C(Cc1ccccc1)N1CCC2(CC1)CC(N(C(=O)c1ccccc1)C1CC1)CCO2 (configuration not stated)	26%
27	CN(C)CCNC(=O)c1ccc2c(c1)C1(CCCN(CC3CC3)C1)CN2C (configuration not stated)	35µM*
28	CCCN1CCN(c2ncnc3sc(C(=O)Nc4cccc(Cl)c4C)c(C)c23)CC1	-4%
29	CCn1nccc1C(=O)N1C[C@@H](COC)[C@H](c2nc(C3CC3)no2)C1	17%
30	O=C1Nc2ccccc2C12CCN(S(=O)(=O)c1ccccc1)C2 (configuration not stated)	3%[149 µM]
31	COC1CC(C)NC(=S)N1 (configuration not stated)	2%
32	O=C(Cc1ccccc1)N1CCCC1c1nc(CCOCC2CC2)no1 (configuration not stated)	-20%

3 of the entries above in order of the KDM5B inh value, descending.
entry	compound	KDM5B inh
26	O=C(Cc1ccccc1)N1CCC2(CC1)CC(N(C(=O)c1ccccc1)C1CC1)CCO2 (configuration not stated)	26%
31	COC1CC(C)NC(=S)N1 (configuration not stated)	2%
25	Cc1cc(OCC(=O)N2CCC(c3nc4ccccc4s3)CC2)ccc1Cl	-12%

Other structures:
nr	molecule	KDM5B inh
33	Cn1cc(S(=O)(=O)N2CCCCCC2)cc1C(=O)N1CCN(c2ccc(Cl)cc2)CC1	-24%
34	COc1ccccc1CNC(=O)c1cc2cc(S(=O)(=O)N3CCCCC3)ccc2n1C	?
35	COC(=O)Cn1cnc2c(sc3nc(C4CCCCC4)c4c(c32)CCC4)c1=O	-9%
36	Cc1cccc(-c2nc(CS(=O)CC(=O)NCc3ccc(Cl)cc3)c(C)o2)c1 (configuration not stated)	18%
37	CC(C)S(=O)(=O)N1CCC(N(Cc2cccnc2)C2CCOCC2)CC1	5%
38	Cc1cc(C)c(NC(=O)c2cc3c(s2)CCCCC3)c(C)c1	5%
39	COc1ccc(CN2CCCC(COc3ccccc3C(=O)NC(C)C)C2)c(OC)c1 (configuration not stated)	-10%
40	CCCCNCc1ccc(OCC(O)CN2CCSCC2)c(OC)c1 (configuration not stated)	3%
41	O=c1c2nc(-c3cccnc3)ccc2ncn1-c1ccc(F)cc1F	-17%[86.2 µM]
42	CCn1nccc1C(=O)N1CCC(Cc2nc(-c3ccccc3)n[nH]2)C1 (configuration not stated)	0%
43	CCCCCCCc1c(C#N)c(N)[nH]c(=S)c1C#N	?
44	Cc1cc(C)cc(C(=O)N2CC(=O)Nc3ccc(Br)cc3C2c2ccccc2)c1 (configuration not stated)	2%
45	CN(Cc1cc(C[C@@H]2C[C@H](NCc3ccccn3)C2(C)C)no1)c1ccccc1	?
46	Cc1ccc(C(C)NC(=O)c2ccc3c(c2)OCCO3)c(C)c1 (configuration not stated)	25%
47	O=C(c1cc(-c2ccccc2)on1)N1CCCCCC1	5%
48	COC(=O)CNC(=O)c1cc(-c2ccc(Cl)cc2Cl)c2cccn2n1	6%[115 µM]
49	COc1ccccc1CN1CCn2c(nn(-c3ccc([N+](=O)[O-])cc3)c2=O)C1	?
50	COC(=O)c1sccc1S(=O)(=O)N(CC(=O)Nc1ccccc1C)c1ccc(Cl)cc1	-24%
51	C=C(C)Cn1c(NCCO)nc2c1c(=O)[nH]c(=O)n2C	-4%
52	O=C(NCC1CC1)c1cn(C2CN(C(=O)Nc3ccccc3F)C2)nn1	-11%
53	COc1ccc(-c2nc3ccccc3n3c(-c4ccccc4)c4c(=O)n(C)c(=O)n(C)c4c23)cc1OC	13%[11.5 µM]
54	CCOC(=O)c1c(NC(=O)CCN2CCCCC2)sc2c1CC(C)(C)OC2	2%
55	COC(=O)c1cccc(C(=O)N[C@H]2CO[C@H]3[C@@H]2OC[C@H]3OC(=O)Nc2ccc(Oc3ccccc3)cc2)c1	-12%
56	Cc1cccc(/C=N/NC(=O)Cn2nnnc2N)n1	?

From no. 49 to 53, copied from above:
nr	molecule	KDM5B inh
49	COc1ccccc1CN1CCn2c(nn(-c3ccc([N+](=O)[O-])cc3)c2=O)C1	?
50	COC(=O)c1sccc1S(=O)(=O)N(CC(=O)Nc1ccccc1C)c1ccc(Cl)cc1	-24%
51	C=C(C)Cn1c(NCCO)nc2c1c(=O)[nH]c(=O)n2C	-4%
52	O=C(NCC1CC1)c1cn(C2CN(C(=O)Nc3ccccc3F)C2)nn1	-11%
53	COc1ccc(-c2nc3ccccc3n3c(-c4ccccc4)c4c(=O)n(C)c(=O)n(C)c4c23)cc1OC	13%[11.5 µM]

(listing goes on)
nr	molecule	KDM5B inh
57	COc1ccc(C)cc1NC(=O)Cn1nc2ccc(SC3CCCCC3)nn2c1=O	-27%
58	O=C(c1cccc(Cl)c1)N1CCC(c2nc3c(nnn3Cc3ccc(F)cc3F)c(=O)[nH]2)CC1	17%
59	O=C(NCc1ccccc1Cl)C(=O)Nc1cccc2[nH]ccc12	6%
60	CN(Cc1ccccc1)Cc1nnc2cc(-c3nc(-c4ccccc4)no3)ccn12	28µM*
61	COc1ccc(-c2ccc(-c3nc(CC(C)C)no3)cn2)c2cccnc12	28µM*
62	c1cnc(Oc2cccc(CN(Cc3ccsc3)CC3CCCO3)c2)nc1 (configuration not stated)	-2%
63	COC(=O)CNC(=O)N1CC[C@H]2C(=O)NCCCCCCN(Cc3ccncc3)[C@@H]2C1	?
64	CCN(C(=O)Cn1cc(S(=O)(=O)Cc2ccccc2Cl)c2ccccc21)c1ccccc1	-21%
65	Cc1nc(C2CCCCN2C(=O)c2ccc(F)cc2)n[nH]1 (configuration not stated)	-1%
66	CCOC(=O)c1ccc(N2C(=O)c3n[nH]c(-c4ccco4)c3C2c2cccc(O)c2)cc1 (configuration not stated)	?
67	CCOC(=O)CSc1nc(C)c2cc(C)c(C)cc2n1	2%
68	Cc1noc(-c2cn(C3CCN(C(=O)Cc4ccc(F)cc4)CC3)nn2)n1	-13%
69	O=C(CSc1nc2ccc(NC(=O)c3ccc(Br)cc3)cc2s1)NC1CC1	-12%
70	COc1ccc(Cl)cc1NC(=O)c1ccc2c(=O)n3c(nc2c1)CCCC3	-28%
71	COCc1nc(C2CCCN(C(=O)COc3ccccc3)C2)no1 (configuration not stated)	18%
72	COc1ccc(C)cc1CN(C)C(=O)Cn1c(=O)c2c(ncn2C)n(C)c1=O	27%
73	Cc1oc(C)c(C(=O)O)c1C(=O)O	-1%
74	Cc1ccc2c(c1)nc1n2[C@@H](CNS(=O)(=O)Cc2ccccc2)COC1	-6%[86.2 µM]
75	CSc1nc(SCC(=O)O)c2sc3nc(-c4ccccc4)c4c(c3c2n1)CCC4	?
76	COc1cc(NC(=O)CNC(=O)Cn2ccc3ccccc3c2=O)cc(OC)c1OC	-28%
77	Cc1ccccc1OCCSc1nc2ccc(NC(=O)c3ccco3)cc2s1	?
78	O=C(c1ccccc1F)N1CCC(c2nn(-c3ccc(Cl)cc3)c(=O)[nH]2)CC1	-1%
79	Cc1cccc(C(=O)Nc2ccccc2SCc2ccsc2)c1	-1%
80	C/C=C/CC(=O)N1CCC2(CCN(Cc3cccc(F)c3)CC2)C(CO)C1 (configuration not stated)	-11%
81	Cc1ccc(C(=O)/C(=C\c2cccc(Br)c2)c2nc3ccccc3o2)cc1	19%
82	CC(=O)N1CCN(C(=O)C[C@@H]2c3nc(NC(=O)C4CCCCC4)sc3C[C@@H]3[C@](C)(CO)[C@H](O)CC[C@]32C)CC1	-18%
83	COc1cc(OC)cc(C(=O)Oc2ccc(C(C)=O)cc2)c1	9%
84	COc1cc(NC(=O)CSc2ncnc3nc[nH]c23)cc(OC)c1OC	5%
85	COCCN[C@@H]1C[C@@H]2c3[nH]c4ccccc4c3C[C@@H](C(=O)OC)N2[C@H](c2ccc(F)c(F)c2)C1	13µM*
86	CCC12CN3CC(CC)(CN(C1)C3c1cccc(OC)c1O)C2=O (configuration not stated)	-1%
87	COc1ccc(Cl)cc1-c1ccc2c(c1)C(=O)N1CCN(C(=O)CC(C)(C)C)C[C@@H]1C(=O)N2	-12%
88	CCOC(=O)CNC(=O)Nc1c(-c2cccnc2)[nH]c2ccccc12	-4%
89	O=C(Nc1ccc(F)cc1)C1CCN(c2cc(C(F)(F)F)ncn2)CC1	?
90	CO[C@H]1C(=O)N(C(C)C)[C@H]1C1CCN(S(=O)(=O)c2cccc(F)c2)CC1	-24%
91	COc1ccc(C(=O)N2CCCC3(C2)NC(=O)N(Cc2cccc(Cl)c2)C3=O)cc1F (configuration not stated)	-2%
92	CN(C)[C@@H]1CN(C(=O)c2ccccc2Cl)C[C@H]1CO	15%
93	COC(=O)NCCc1ccccc1OC	-2%
94	COCC1CN(Cc2ccc(OC)cc2)CC12CCNCC2 (configuration not stated)	?
95	Cc1nc(NCCc2ccc3c(c2)OCCO3)c2c3c(sc2n1)CCC3	-23%
96	Cc1ccc(S(=O)(=O)NC[C@H]2OC[C@@H](NC3CCOCC3)[C@@H]2O)cc1	16%[86.2 µM]
97	COC[C@H]1C[C@@H](NC(=O)c2ccccc2)[C@H](O)[C@@H]1O	-17%[115 µM]
98	COc1ccc(OC)c(C2CCCN2CC(=O)N(CCC#N)c2ccccc2F)c1 (configuration not stated)	-2%
99	Cn1c(SCc2ccc(Cl)c3cccnc23)nnc1C(F)(F)F	8%
100	CCc1ccc2oc(-c3cccc(NC(=O)c4ccc(N5CCC(C)CC5)c([N+](=O)[O-])c4)c3)nc2c1	-13%
101	CN(C)Cc1nnc(C2CC(NC(=O)c3ccc4c(c3)CCCO4)C2)n1C (configuration not stated)	30%
102	Cc1cc(F)ccc1OC1CN(Cc2ccc(N(C)C)cc2)C1	-8%[86.2 µM]
103	CC1=C[C@@H](CNCC(C)C)[C@H](C(C)C)C[C@H]1Cc1nc2c(C)cccc2[nH]1	?
104	CC1=C(C(=O)Nc2cccnc2)C(c2cccc(F)c2)n2nc(SCc3ccccc3F)nc2N1 (configuration not stated)	-14%
105	Cc1ccncc1C(=O)N1CCC2(CC1)CC(CO)N(C(=O)c1ccccc1)C2 (configuration not stated)	23%
106	COc1cccc(NC(=O)C2N(C(C)C)C(=O)C23CCCCC3)c1 (configuration not stated)	6%
107	O=C1[C@@H]2C[C@@H](O)CN2C2(CN(Cc3ccc(OC(F)(F)F)cc3)C2)C(=O)N1Cc1ccccc1Cl	-24%
108	Cc1cccc(Nc2ncc(Cc3ccccc3C)s2)n1	-4%
109	COc1ccc([N+](=O)[O-])cc1NC(=O)COC(=O)c1ccc2c(c1)NC(=O)CS2	14%
110	CC(=O)N(C)CCc1noc(C2CN(C(=O)Cn3c(=O)oc4ccccc43)C2)n1	-12%
